# Screens: PubChem BioAssay, National Center for Advancing Translational Sciences (NCATS)
# Imprint erasure – inducers of genomic imprint erasure in mouse ES cells | Potency, µM (doses to about 60.7 µM), for the others: top-dose activity change, positive = activation, hits mostly activators | mouse ES Peg3-LacZ reporter, beta-gal luminescence, 40 h | hit rate 0.02% among 110,000 | AID 1948;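 also: 0% = negative control wells on the plate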
#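 Imprint erasure is scored as LacZ activity from the silenced maternal Peg3 allele in feeder-free female ES cells cultured 40 h with LIF. Luminescence is normalized to in-plate negative controls and fitted to the Hill equation.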
# p53ts 39C kill – kills p53ts cells at the nonpermissive temperature | H1299-p53A138V viability at 39C, ATP luminescence, 24 h | Potency, µM (titrated, usually from 46.1 µM), for inactives: top-dose activity change, negative = cell killing, usual class: cytotoxic | hit rate 1.5% among 130,000; also: nearly all actives have a fitted effect of over 55% in size
# p53ts 32C kill – p53ts cell cytotoxicity, permissive temperature; hit rate 0.93% among 130,000; Potency, µM (titrated, usually from 46.1 µM), for the others: at the highest dose activity change, negative = cytotoxicity, usual class: cytotoxic; H1299-p53A138V at 32C, ATP luminescence viability, 24 h;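 also: 0% = DMSO and -100% = full killing by reference compound; nearly all actives have a fitted effect of over 55% in size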
#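 ATP-content luminescence (ATPlite) read-out after 24 h compound exposure at 32C in H1299-p53A138V cells (600/well). Tested up to 46 uM. Normalized to DMSO (0%) and 100 uM tamoxifen (100% killing); Hill-fit AC50.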
# IkB sig inh – IkB pathway inhibition in ABC-DLBCL cells | ABC-DLBCL IkBa-CBG/CBR dual luciferase ratio, 4 h; response scale: scaled: untreated 0%, proteasome inhibitor 100% | Potency, µM (highest dose often 57.1 µM), for inactives: at the top dose IkBa stabilization activation | hit rate 0.04% among 110,000 | AID 445; active = well fitted curve in the direction sought with a large enough effect in the signal ratio, not every such curve was filed as active; inconclusive = small, poorly fitted or top-dose-only effect, or a change in a side signal; the % refers to the signal ratio;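 also: the direction sought is a rising ratio; 0% = basal untreated cells and 100% = reference inhibitor full response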
#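 In this assay, an IκBα–CBG68 fusion accumulates when IKK-driven degradation is blocked; native CBR normalizes for cell number. OCI-Ly3 cells were treated 4 h with compound and doxycycline, then green and red light read after Chroma-Glo addition.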
# Numbers without * were called inactive; ? = inconclusive; . = no result given; [ ] = dose if it differs, or a comment. Unless noted, calls follow the shape of the dose curve; as a rule, active = well fitted curve in the direction sought with a large enough effect; inconclusive = small, poorly fitted or top-dose-only effect, or another doubt; inactive = no such curve, though single readings can be large; an effect the other way counts as inactive or inconclusive. Unless noted, % is scaled to controls: 0 for no effect and ±100 for the full control effect; potency is read from the fitted curve at half-maximal effect.
SMILES,Imprint erasure,p53ts 39C kill,p53ts 32C kill,IkB sig inh
O=C1c2ccccc2-c2nccnc21,-3%,-13%,-6%,1.0%
O=C(Cn1ccn(-c2cccc(Cl)c2)c(=O)c1=O)c1ccc(F)cc1,-9%[10.9 µM],-24%,4%,?
CN1CCN(c2ncnc3ccc(-c4cccc(C#N)c4)cc23)CC1,-20%,-8%,7%,-2.8%[11.4 µM]
Cc1ccc2nc(NCc3ccccc3Cl)c3nnnn3c2c1,2%[10.9 µM],-18%,11%,0.2%
Cc1ccccc1NC(=O)CCc1c(C)nn(-c2ccc(N3CCCCC3)nn2)c1C,?,-24%,-20%,0.5%
Cc1cccc(CCNC(=O)c2sc3nc4n(c(=O)c3c2C)CCCC4)c1,-5%[10.9 µM],3%,3%,?
CCc1ccc(C2=CC(c3cccc(OC)c3OC)n3c(nc4ccccc43)N2)cc1 (configuration not stated),-12%[10.9 µM],16µM*,10µM*,?
Cc1cccc(NC(=O)C2CCCN(S(=O)(=O)c3cccc4nonc34)C2)c1 (configuration not stated),11%[10.9 µM],-27%,7%,4.6%
COc1ccc(CNC(=O)c2ccc3c(c2)N(Cc2ccccc2)CCS3)cc1,-16%[10.9 µM],-10%,7%,3.0%
OC(CNCC(c1ccco1)N1CCCCC1)c1ccccc1 (configuration not stated),-25%,0%,-7%,0.3%
Cn1c(=O)c2c(nc(CN3CCN(Cc4ccccc4)CC3)n2Cc2ccc(F)cc2)n(C)c1=O,-21%,15%,-6%,1.8%
COc1ccccc1NC(c1ccc(Cl)cc1)c1nnc(-c2cccc(F)c2)o1 (configuration not stated),-5%[10.9 µM],-12%,3%,?
Cc1ccc(CNc2ncnc3c2nnn3C)cc1,?,-15%,5%,-1.6%
CN1CCc2cc(O)c(O)cc2[C@H](c2ccccc2)C1,.,10%,-10%,-3.5%
COc1ccc(CCNC(=O)c2cnc3sc(N4CCCCC4)nn3c2=O)cc1OC,23%[10.9 µM],10%,6%,-2.6%

# Ordered by formula weight (descending): 3 of the compounds above.
SMILES,Imprint erasure,p53ts 39C kill,p53ts 32C kill,IkB sig inh
Cc1ccc2nc(NCc3ccccc3Cl)c3nnnn3c2c1,2%[10.9 µM],-18%,11%,0.2%
CN1CCc2cc(O)c(O)cc2[C@H](c2ccccc2)C1,.,10%,-10%,-3.5%
O=C1c2ccccc2-c2nccnc21,-3%,-13%,-6%,1.0%

# Continued.
SMILES,Imprint erasure,p53ts 39C kill,p53ts 32C kill,IkB sig inh
c1ccn(-c2ncnc3sc4c(c23)CCCC4)c1,-11%,-21%,0%,0.4%
Cc1noc(C)c1C(=O)OCC(=O)c1c(N)n(CC(C)C)c(=O)n(C)c1=O,4%,-10%,7%,0.0%
Cc1ccc(N2C(=O)NC(NS(=O)(=O)c3ccc(Cl)cc3)(C(F)(F)F)C2=O)cc1C (configuration not stated),-2%[10.9 µM],17%,5%,3.8%
O=C(Nc1ccon1)c1ccc(S(=O)(=O)N2CCCCCC2)cc1,3%,11%,-2%,-2.1%
N#CC(C(=O)Nc1ccc(Cl)cc1)=C1Nc2ccccc2N1,-19%,-11%,?,4.6%
Cc1ccc(C(=O)c2cn(Cc3ccccc3)c3nc(C)ccc3c2=O)cc1,1%[10.9 µM],-9%,9%,?
Cc1ccc(-n2nnc3c(=O)n(CC(=O)OCc4ccccc4)cnc32)cc1,-16%,15%,-8%,-1.0%
Oc1ccc(-c2nnc(SCC3CCCCC3)o2)cc1,-25%,?,-23%,18%
O=C(O)c1ccc(NS(=O)(=O)c2ccc3c(c2)OCCO3)cc1,-3%,3%,4%,2.0%
Cc1cc(Cl)ccc1NC(=O)CCn1nc(C)c2c(C)n(-c3ccccc3)nc2c1=O,-5%[10.9 µM],7%,-5%,2.1%
Cc1ccccc1C(=O)Nc1cc2c(cc1N1CCCCC1)n(C)c(=O)n2C,-3%[10.9 µM],-11%,17%,7.9%
FC(F)Sc1nnc(-c2cccs2)n1-c1ccccc1,-4%,5%,-2%,-0.1%
CCC(=O)N1CCc2cc(Br)cc(S(=O)(=O)CCC(=O)Nc3ccc(Cl)cc3)c21,8%[10.9 µM],29%,5%,5.0%
Cc1ccc(C)c(-n2c(SCC(=O)NCC3CCCO3)nnc2-c2ccoc2C)c1 (configuration not stated),-5%,0%,10%,0.9%
COc1cccc(C(=O)Nc2nc(-c3ccc(Br)cc3)ns2)c1,-15%[10.9 µM],-27%,-10%,?

# Next section, starting with the last 3 of the part before.
SMILES,Imprint erasure,p53ts 39C kill,p53ts 32C kill,IkB sig inh
CCC(=O)N1CCc2cc(Br)cc(S(=O)(=O)CCC(=O)Nc3ccc(Cl)cc3)c21,8%[10.9 µM],29%,5%,5.0%
Cc1ccc(C)c(-n2c(SCC(=O)NCC3CCCO3)nnc2-c2ccoc2C)c1 (configuration not stated),-5%,0%,10%,0.9%
COc1cccc(C(=O)Nc2nc(-c3ccc(Br)cc3)ns2)c1,-15%[10.9 µM],-27%,-10%,?
CCOc1ccccc1N1CC(C(=O)Nc2nccs2)CC1=O (configuration not stated),?,5%,15%,0.3%
COc1ccc(-c2cc(C(=O)Nc3sc4c(c3C(N)=O)CCC(C)C4)no2)cc1 (configuration not stated),9%[10.9 µM],-17%,11%,0.3%
CCOc1cc(C)c(Cl)cc1S(=O)(=O)NCC1CCCO1 (configuration not stated),-1%,-2%,-1%,0.8%
COc1ccc(N2CCn3c2nc2c3c(=O)n(CCc3ccccc3)c(=O)n2C)c(OC)c1,-5%,3%,3%,-0.2%
C=CCSc1nnc(NC(=O)CSc2nc3ccccc3o2)s1,5%,12%,-4%,3.1%
COc1ccc(CC(=O)Nc2nccs2)cc1OC,-9%,-9%,0%,?
O=C(Nc1ccc(C(F)(F)F)cc1)C1CCCN(S(=O)(=O)c2cccc3cccnc23)C1 (configuration not stated),-14%[10.9 µM],-16%,-3%,0.7%
CCOc1ccc(CCNC(=O)C2CCN(c3ccc(N4CCOCC4)nn3)CC2)cc1OCC,-11%,-3%,-6%,1.0%
CCCn1c(N)c(C(=O)CSc2nnc(-c3ccco3)n2Cc2ccccc2)c(=O)[nH]c1=O,0%,-9%,-10%,0.4%
Cc1nc2sc(C(c3ccco3)N3CCN(C(c4ccccc4)c4ccccc4)CC3)c(O)n2n1 (configuration not stated),-31%[inhibitor],4%,-4%,-1.2%
CCN(CC)CC[n+]1ccc2c(C)c3[nH]c4ccccc4c3c(C)c2c1,-21%[10.9 µM],0%[9.22 µM],20%[9.22 µM],1.9%[11.4 µM]
O=C(Nc1ccc2c(c1)OCCO2)c1ccc2nccnc2c1,-81%[inhibitor],4µM*,?,?
COC(=O)C1=C(C)Nc2ccc(C)cc2S1,-8%,-6%,-1%,3.7%
Nn1cc(-c2ccccc2)nc1SCC(=O)N1CCN(S(=O)(=O)c2ccccc2)CC1,3%,0%,-5%,0.8%
Cn1c(Cc2ccccc2)nnc1SCC(=O)N1CCOCC1,-3%,1%,4%,0.2%

# Compound profiles, from the list above. Order of screens: Imprint erasure | p53ts 39C kill | p53ts 32C kill | IkB sig inh
# Results for O=C(Nc1ccc2c(c1)OCCO2)c1ccc2nccnc2c1 → -81%[inhibitor] | 4µM* | ? | ?
# Results for Cn1c(Cc2ccccc2)nnc1SCC(=O)N1CCOCC1 → -3% | 1% | 4% | 0.2%
# Results for COc1ccc(CC(=O)Nc2nccs2)cc1OC → -9% | -9% | 0% | ?

# Next entries follow.
SMILES,Imprint erasure,p53ts 39C kill,p53ts 32C kill,IkB sig inh
Cc1ccc(S(=O)(=O)c2cnc(SC(C)C(=O)Nc3ccccc3)[nH]c2=O)cc1 (configuration not stated),-9%[10.9 µM],-14%,-3%,?
Cn1c(=O)[nH]c(=O)c2c1nc(CN1CCN(c3cccc(Cl)c3)CC1)n2CCCc1ccccc1,-79%[inhibitor],4µM*,5µM*,7.0%
CCn1c(SCc2c(F)cccc2Cl)nnc1-c1ccco1,-7%,-12%,-1%,-2.2%
CCCn1c(=O)n(-c2ccccc2Cl)c(=O)c2sc3ccccc3c21,-3%[10.9 µM],-18%,-2%,-1.4%
CCN(CC(=O)NCc1cccs1)S(=O)(=O)c1cccc(C(C)=O)c1,-7%,2%,10%,-0.5%
O=C1C2(c3ccccc3)CN(CCCO)CC1(c1ccccc1)CN(CCCO)C2,-5%,0%,-7%,1.1%
Cn1c(SCc2nc3ccccc3[nH]2)nnc1-c1ccccn1,-3%,1%,-2%,-0.1%
COC(=O)c1cccc(C23CC4(C2)[C@H](CN(Cc2ccc(C(F)(F)F)cc2)[C@@H]4c2ccccc2)C3c2ccccc2)c1 (some centres not stated),-4%,-6%,-5%,.
CN(Cc1ccccc1)Cc1nc2c(c(=O)n(C)c(=O)n2C)n1CCCc1ccccc1,-4%,7%,-2%,?
Cc1ccccc1OCCn1c(=O)oc2ccccc21,-9%,-7%,10%,-1.4%
CCc1cccc(C)c1Nc1c(-c2cccc(O)c2)nc2sccn12,-13%[10.9 µM],-19%,3%,?
O=C(CN(CC1CCCO1)C(=O)CCC(=O)Nc1nccs1)NCc1ccc2c(c1)OCO2 (configuration not stated),-1%,0%,2%,0.2%
COc1ccc(C(=O)CN2CCN(S(=O)(=O)c3ccc(C(C)C)cc3)CC2)cc1,-3%[10.9 µM],?,5%,?
CN1Cc2sc(N)c(C#N)c2CC1(C)C,30%,1%,-5%,-0.3%
Cc1cc(C)c2sc(N(Cc3cccnc3)C(=O)CCS(=O)(=O)c3ccccc3)nc2c1,19%[10.9 µM],16µM*,-1%,0.9%
CCCCNC(=O)CS(=O)Cc1nc(-c2cccs2)oc1C (configuration not stated),-15%,-3%,-12%,0.7%
Cc1ccc2c(Sc3ccccc3)c(C(=O)NCc3ccccc3F)[nH]c2c1,25%[10.9 µM],-23%,-2%,-2.8%
Cc1nc2cnc(N3CCOCC3)nc2n(C2CC2)c1=O,-6%,-1%,2%,-0.8%[11.4 µM]
Cn1cc(-c2cc3n(n2)CCC(=O)N3CCCC(=O)NCc2ccc(Cl)cc2)c2ccccc21,-7%[10.9 µM],13µM*,?,2.3%
O=C(Cn1c(=O)n(Cc2ccco2)c(=O)c2ccccc21)Nc1cccc(Cl)c1,-18%,-1%,11%,?
COc1ccccc1CNC(=O)C1CCN(c2nc3ccc(Cl)cc3[nH]2)CC1,6%[10.9 µM],-14%,-6%,?
CCOc1ccc(N2CC(C(=O)NCCC3=CCCCC3)CC2=O)cc1 (configuration not stated),.,-2%,-2%,.
O=C1CCC(=O)c2oc3ccccc3c2N1,16%,2%,2%,0.7%
Cc1ccc(C)n1CCN1CCN(C(=O)CSc2nc3ccccc3nc2N2CCOCC2)CC1,0%,-3%,-2%,3.0%
CC1=C(C(=O)Nc2ccccc2)C(c2ccncc2)C(C#N)=C(SCC(=O)NC2CC2)N1 (configuration not stated),2%,20%,13%,1.6%
CN(C)C(=O)CSc1nc(SCC(=O)N(C)C)n(-c2ccccc2)n1,-3%,4%,-4%,-0.3%
O=C(CCn1nc(-c2ccc(Cl)cc2)ccc1=O)NCCCN1CCCCCC1,-15%,-6%,23%,-0.4%
O=C(Cn1ncc2c(=O)oc3ccccc3c21)NCCCN1CCCC1=O,-9%,1%,8%,-1.5%
O=c1c2ccccc2nc(-c2ccccc2)n1Cc1ccco1,-11%,-5%,-2%,-0.4%
Cc1ccc2c(c1)[nH]c1c(N3CCN(Cc4ccccc4)CC3)ncnc12,-21%,-30%,-22%,?
CCOC(=O)c1cnc2c(C#N)c(C)nn2c1-c1ccccc1,-17%,10%,6%,-1.9%
CC(C)CCN(C(=O)CNC(=O)c1ccco1)C(C(=O)NC1CCCCC1)c1ccco1 (configuration not stated),-7%,3%,10%,-0.2%
COc1ccccc1-c1nnc(SCC(=O)N2CCC(C)CC2)o1,15%,8%,29%,0.9%
O=S(=O)(c1ccccc1F)N(Cc1ccco1)Cc1nnc(-c2ccccc2Br)o1,-17%,-7%,7%,?
CCOC(=O)N1CCN(C(=O)CCCN2C(=O)CSc3nc(C)cc(C)c32)CC1,-8%,-4%,-14%,0.5%
COc1ccc(N2CCN(c3ncnc4c3cnn4-c3ccc(F)cc3)CC2)cc1,27%[10.9 µM],-15%,8%,?
Cc1ccc(-c2nc3ccccc3n3nnnc23)cc1,-8%,2%,1%,-0.6%
CCCCN(C)C(=O)C1CCN(CCCc2ccccc2)CC1,.,-9%,-12%,3.7%
Cc1ccc(C)c(NC(=O)CSc2nnc(Cc3cccn3C)n2-c2ccc(F)cc2)c1,-19%,1%,-5%,0.4%
